Source: PubChem BioAssay
RPL19A TOR yeast = RPL19A-GFP expression modulators in yeast, primary screen, cell-based, S. cerevisiae, multiplex flow cytometry, MLPCN | S. cerevisiae RPL19A-GFP strain, 3 h; hits give low values | percent response vs DMSO, % at 10 µM | actives 0.3% (n = 330,000) | AID 2025, 2009;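 active = percent response vs DMSO below 50%; inconclusive = fewer than 70 events counted for the yeast strain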;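 also: median channel GFP fluorescence of the barcoded RPL19A-GFP strain; ratio of sample median GFP to plate DMSO average so 100% = DMSO; lower means less RPL19A-GFP as with rapamycin TOR inhibition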
CR mimetic SO = reduction of superoxide in aged yeast, primary screen, HTS. S. cerevisiae aged cells, superoxide DHE fluorescence; hits give low values. superoxide response (% of plate mean), % at 10 µM. actives 0.18% (n = 330,000). AID 2690, 2010;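 active = superoxide response under a set limit, about three screen SD below normal, cut at about 65% in these data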;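 also: yeast aged for seven days with compound at 30 °C before DHE staining; 100% = average MFI of all compound-treated wells on the plate with controls excluded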
MEP2 TOR yeast = modulators of MEP2-GFP levels in yeast, primary screen, S. cerevisiae, multiplex flow cytometry, MLPCN library | GFP response vs DMSO, % at 10 µM | actives 0.51% (n = 330,000) | S. cerevisiae MEP2-GFP strain, 3 h; 100% = DMSO control level;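 active = GFP response versus DMSO above a set limit, roughly screen mean plus 3 SD, cut at about 180% in these data; inconclusive = fewer than 70 cells counted for a yeast strain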;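 also: median GFP fluorescence of the barcode-gated MEP2-GFP cells per well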
LAP4-GFP MLPCN = modulators of LAP4-GFP expression in yeast, primary screen, S. cerevisiae, multiplex flow cytometry, MLPCN library; 3 h; median GFP as percent of DMSO wells; GFP response vs DMSO, % at 10 µM; actives 0.34% (n = 320,000); AID 2023, 2009;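 active = GFP response vs DMSO above a set limit, about the screen mean plus 3 SD, cut at about 150% in these data; inconclusive = under 70 cell events counted for the yeast strain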
VLA-4 inh = inhibition in human VLA-4 binding assay, primary screen, VLA-4 allosteric modulator project, MLPCN library, flow cytometry, VLA-4 expressing cells; inhibition, % (about 7 µM as worked out from the volumes in the protocol); ligand binding flow cytometry; Integrin alpha-4 (Homo sapiens), P13612; actives 0.2% (n = 330,000); AID 2557, 2010; in the data active = inhibition above about 50%
CIT2-GFP yeast = modulators of CIT2-GFP expression in yeast, primary screen, S. cerevisiae, GFP fusion, multiplex flow cytometry, MLPCN library; S. cerevisiae CIT2-GFP strain, 3 h; 100 means same as DMSO wells; GFP response vs DMSO, % at 10 µM; actives 0.065% (n = 320,000); AID 2029, 2009;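 active = GFP response relative to DMSO above a set limit, near the screen mean plus 3 SD, cut at about 150% in these data; inconclusive = Fewer than 70 cells measured for a yeast strain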;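 also: ratio of well median GFP fluorescence to mean of DMSO wells on the plate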
GRK2 aptamer HTS = compounds blocking aptamer binding on GRK2 – biochemical, human GRK2, bead flow cytometry, HTS, primary screen; Beta-adrenergic receptor kinase 1 (Homo sapiens), P25098; FAM-aptamer displacement from GRK2; actives 0.59% (n = 330,000); inhibition of aptamer binding, % at 10 µM;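 active = inhibition of aptamer binding above 40%, roughly 3 SD of noise, on plates passing a quality check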;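 also: median bead fluorescence of bound FAM aptamer so fluorescent compounds give negative values; no value below 0 was filed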
Target sequence (P25098 whole entry, looked up): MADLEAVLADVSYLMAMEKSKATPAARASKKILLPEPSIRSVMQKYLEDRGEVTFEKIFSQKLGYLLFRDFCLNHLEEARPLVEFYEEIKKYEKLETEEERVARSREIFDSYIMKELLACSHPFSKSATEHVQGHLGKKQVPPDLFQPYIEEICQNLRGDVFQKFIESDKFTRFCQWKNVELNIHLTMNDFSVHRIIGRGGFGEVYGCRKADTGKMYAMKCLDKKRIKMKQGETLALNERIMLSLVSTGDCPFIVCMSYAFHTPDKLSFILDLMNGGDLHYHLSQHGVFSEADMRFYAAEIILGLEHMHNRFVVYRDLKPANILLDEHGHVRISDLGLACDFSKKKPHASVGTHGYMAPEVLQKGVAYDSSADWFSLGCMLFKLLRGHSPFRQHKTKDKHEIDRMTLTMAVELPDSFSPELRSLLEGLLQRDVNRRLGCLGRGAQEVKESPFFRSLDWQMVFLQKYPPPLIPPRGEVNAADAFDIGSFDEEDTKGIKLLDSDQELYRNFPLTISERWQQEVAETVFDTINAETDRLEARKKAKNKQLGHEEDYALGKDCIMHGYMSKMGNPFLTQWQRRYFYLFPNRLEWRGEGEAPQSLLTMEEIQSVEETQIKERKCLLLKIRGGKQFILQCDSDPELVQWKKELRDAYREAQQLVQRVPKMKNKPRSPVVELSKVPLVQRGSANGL
AGP1 TOR yeast = modulators of AGP1-GFP expression in yeast TOR pathway, primary screen, cell-based, multiplex flow cytometry, S. cerevisiae, MLPCN library; GFP response vs DMSO, % at 10 µM; 3 h; GFP as percent of DMSO wells; actives 0.02% (n = 320,000); AID 2066, 2009;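 active = GFP response relative to DMSO above a set limit, near screen average plus 3 SD, cut at about 150% in these data; inconclusive = fewer than 70 cells counted for the yeast strain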;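 also: median GFP channel fluorescence of the gated AGP1 strain per well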
* = called active by the depositor; ? = inconclusive; · = not tested or not shown; [ ] = remark or other dose.

SMILES | RPL19A TOR yeast | CR mimetic SO | MEP2 TOR yeast | LAP4-GFP MLPCN | VLA-4 inh | CIT2-GFP yeast | GRK2 aptamer HTS | AGP1 TOR yeast
Cc1ccc(CNS(=O)(=O)c2ccc3c(c2)CCN3C(=O)C2CCC2)cc1 | 99 | 126 | 91 | 91 | 8 | 94 | 2 | 96
CNC(=O)c1ccc(NC(=O)Cc2ccc(S(=O)(=O)N3CCOCC3)s2)cc1 | 102 | 102 | 105 | 104 | 2 | 112 | 0 | 111
CNC(=O)c1c(Cl)cnn1-c1ccccc1 | 100 | 104 | 102 | 98 | 0 | 99 | 0 | 101
COc1ccc(CN2CC(=O)N(c3cc(Cl)ccc3OC)C2=S)cc1OC | 100 | 114 | 100 | 90 | 14 | 112 | 0 | 99
Cc1csc2c(=O)sc(NC(=O)c3ccco3)nc12 | 100 | 98 | 101 | 97 | 6 | 102 | 1 | 98
COC(=O)c1sccc1NC(=O)c1ccc(Cl)s1 | 98 | 83 | 106 | 104 | -15 | 107 | 0 | 99
Brc1ccc(-c2cn3nc4c(nc3n2)CCCC4)cc1 | 96[may fluoresce violet] | 115 | 106[may fluoresce violet] | 116[may fluoresce violet] | 28 | ? | 2 | 14[may fluoresce violet]
Cc1ccc(S(=O)(=O)N2CCN(c3ncnc4ccccc34)CC2)cc1 | 100 | 101 | 102 | 110 | 9 | 105 | 3 | 108
CCOC(=O)c1sc(NC(=O)c2ccc(S(=O)(=O)N(CC)CC)cc2)nc1C | 101 | 104 | 103 | 103 | 15 | 103 | 0 | 100
NS(=O)(=O)c1ccc(NC(=O)Nc2ccc(Cl)cc2)cc1 | 105 | 91 | 99 | 97 | 6 | 100 | 5 | 100
O=C1NC2(CCCCC2)C(=O)N1Cc1cccc(C(F)(F)F)c1 | 103 | 99 | 102 | 96 | 23 | 93 | 3 | 87
Cc1c(NC(=O)Nc2cccc([N+](=O)[O-])c2)c(=O)n(-c2ccccc2)n1C | 102 | 101 | 103 | 102 | 1 | 104 | 3 | 103
CC(C)CNC(=O)NC1C(NC(=O)NCC(C)C)N(C)C(=O)N1C (stereo unspecified) | 100 | 93 | 102 | 98 | 6 | 96 | 0 | 108
CN1CCN(C(=O)c2cc3cc(Cl)ccc3[nH]2)CC1 | 93 | 99 | 96 | 92 | 15 | 101 | 0 | 95
Cc1ccccc1C1C(C#N)=C2N=C(N)c3c(sc4c3CCCCC4)N2C2=C1C(=O)CCC2 (stereo unspecified) | 103 | 85 | 104 | 96 | -16 | 97 | 4 | 113
C=Cc1ccc(Cn2c(=O)n(CCCOC)c(=O)c3sccc32)cc1 | 102 | 82 | 110 | 107 | 27 | 98 | 0 | 102
CCn1c(=O)cc(SCC(=O)N(C)Cc2ccccc2)c2ccccc21 | 94 | 107 | 102 | 98 | 7 | 92 | 0 | 99
CC(OC(=O)C(NC(=O)c1ccco1)C(C)C)C(=O)Nc1ncc(Cl)cc1Cl (stereo unspecified) | 100 | 107 | 98 | 97 | -1 | 102 | 0 | 100
O=C(CSc1nc2ccccc2n1Cc1ccc(Cl)cc1)N/N=C/c1ccccc1C(=O)O | 96 | 100 | 93 | 116 | 0 | 104 | 2 | 99
NC(=O)c1ccccc1NC(=O)CCc1ccccc1 | 92 | 103 | 101 | 96 | -2 | 93 | 1 | 93
COc1ccc(NC(=O)CN(C)CC(=O)NC2CCCCC2C)cc1 (stereo unspecified) | 92 | 90 | 96 | 92 | -4 | 88 | 3 | 92
COc1ccccc1CNC(=O)C1CCN(S(=O)(=O)c2ccc3c(c2)CC(C)N3C(C)=O)CC1 (stereo unspecified) | 96 | 86 | 91 | 95 | 5 | 95 | 3 | 95
Cc1ccc(O)c(CP(=O)(c2ccccc2)c2ccccc2)c1 | 104 | 106 | 112 | 105 | 16 | 104 | 0 | 108
COc1ccc(Br)c(C(=O)OCC(=O)N2CCc3ccccc32)c1 | 89 | 83 | 98 | 116 | -2 | 89 | 0 | 96
C=CCn1c(SCc2c(C(=O)OC)sc(N)c2C(=O)OC)nnc1-c1ccc(Br)cc1 | 97 | 99 | 111 | 103 | 21 | 96 | 4 | 98
COc1ccc(CCNC(=O)COc2ccc(S(=O)(=O)NC3CCCCC3)cc2Cl)cc1OC | 105 | 108 | 129 | 112 | 5 | 102 | 0 | 112
[S-]C(=Nc1ccc(Cl)cc1)N[n+]1ccccc1 | 106 | 98 | 105 | 98 | 11 | 107 | 0 | 106
O=C(COC(=O)CC1Sc2ccccc2NC1=O)NCc1ccccc1 (stereo unspecified) | 89 | 89 | 88 | 87 | 1 | 95 | 2 | 92
CCCCCCCCNC(=O)CC(NS(=O)(=O)c1ccc(NC(C)=O)cc1)C(C)C (stereo unspecified) | 101 | 101 | 105 | 101 | 12 | 105 | 1 | 103
CCOc1ncccc1C(=O)N1CCN(C(c2ccccc2)c2ccccc2)CC1 | 102 | 95 | 105 | 106 | -9 | 108 | 0 | 108
Cc1cccc(-c2nc3c(c(SCC(=O)N(C)C)n2)CCCC3)c1 | 97 | 92 | 100 | 103 | 7 | 97 | 0 | 100
CCN(CC)S(=O)(=O)c1ccc(N2CCOCC2)c(NCC(=O)Nc2ccc(F)cc2)c1 | 99 | 101 | 114 | 108 | -6 | 106 | 0 | 112
Cn1nnnc1SCC(=O)c1c(N)n(C2CC2)c(=O)[nH]c1=O | 97 | 106 | 107 | 103 | 41 | 101 | 0 | 104
CC1=C(C(=O)OC(C)(C)C)C(c2ccc3ccccc3c2)NC(=O)N1C (stereo unspecified) | 103 | 104 | 96 | 93 | -1 | 101 | 0 | 99
CCCCn1c(=O)c2c(c3ccccc31)OCC(=O)N2 | 101 | 95 | 93 | 92 | -2 | 91 | 1 | 93
Cc1cc2nc3c(c(C(F)(F)F)n2n1)CCCC3 | 102 | 101 | 100 | 92 | 1 | 98 | 0 | 94
Cc1nn(Cc2ccccc2)c2c1C(c1cccnc1)C(C#N)=C(N)O2 (stereo unspecified) | 93 | 101 | 101 | 99 | 16 | 106 | 0 | 100
CCN=C1S/C(=C\c2sccc2C)C(=O)N1CC | 100 | 94 | 100 | 92 | 2 | 100 | 35 | 94
CCN1CCN(Cc2ccc(NC(=O)c3ccc(C)c(NC(=O)c4nccn4C)c3)cc2C(F)(F)F)CC1 | 99 | 89 | 97 | 125 | -7 | 96 | 0 | 87
Cc1cc2c3c(ccc(C)c3n1)N=CN2c1ccccc1 | 100 | 101 | 104 | 96 | 2 | 106 | 0 | 99
CCOC(=O)N1CCN(c2c(NCc3ccc(N(C)C)cc3)c(=O)c2=O)CC1 | 98 | 96 | 103 | 104 | -3 | 107 | 1 | 109
CCNC(=O)CCc1nc(-c2ccc(C(C)(C)C)cc2)no1 | 96 | 120 | 94 | 89 | 8 | · | 0 | 88
CSCCC(NC(=O)c1ccc(Cl)cc1)C(=O)OCC(=O)Nc1cc(Cl)ccc1C#N (stereo unspecified) | 98 | 95 | 103 | 96 | -13 | 100 | 6 | 94
O=C(COC(=O)C1CCC1)NCCc1ccc(Cl)cc1Cl | 103 | 96 | 105 | 97 | 3 | 100 | 4 | 100
Cc1ccc(C)c(Nc2cc(C)nc3ncnn23)c1 | 105 | 98 | 112 | 94 | -1 | 111 | 6 | 101
O=c1c2c3c(sc2nc(N2CCNCC2)n1CCc1ccccc1)CCCCC3 | 101 | 95 | 103 | 108 | 5 | 103 | 0 | 107
COc1ccc(C)cc1Nc1n[n+](-c2ccccc2)c(-c2c(OC)ccc3ccccc23)s1 | 94 | 101 | 90 | 123 | 22 | 111 | 0 | 86
Cc1ccc2nc(SCC(=O)N3CCC(C)CC3)nc(=O)n2c1 | 103 | 107 | 107 | 92 | -12 | 103 | · | 103
Cc1ccc(NS(=O)(=O)c2cccc(C(=O)NCCc3c[nH]c4ccccc34)c2)c(C)c1 | 103 | 91 | 107 | 96 | 9 | 101 | 0 | 99
CCCCSc1nc(O)cc(=O)n1CC | 103 | 97 | 106 | 99 | 7 | 106 | 0 | 105
O=c1c2ccccc2cnn1Cc1ccc(Cl)c(Cl)c1 | 96 | 104 | 108 | 104 | -1 | 91 | 2 | 95
NS(=O)(=O)c1ccc(CNC(=O)C(c2ccccc2)c2ccccc2)cc1 | 106 | 115 | 106 | 102 | -2 | 104 | 0 | 109
CC(C)n1c(SCC(=O)NC2CC2)nnc1C1CC1 | 108 | 96 | 102 | 108 | -3 | 114 | 7 | 105
O=C(O)c1ccc(N2C(=O)CSC2c2cccc([N+](=O)[O-])c2)cc1 (stereo unspecified) | 98 | 90 | 95 | 105 | 15 | 89 | 0 | 97
Cc1ccc(S(=O)(=O)N2CCOCC2)cc1C(=O)OCC(=O)N1CCCC1=O | 99 | 103 | 99 | 87 | -1 | 108 | 0 | 96
O=C(NNC(=O)c1ccccc1-n1cccc1)c1ccc(Cl)c(Cl)c1 | 98 | 100 | 102 | 96 | 33 | 107 | 2 | 101
O=C(COc1ccccc1)Nc1c2c(nn1-c1ccccc1)CS(=O)(=O)C2 | 106 | 103 | 128 | 113 | 8 | 104 | 3 | 101
Cc1cc(C)cc(NS(=O)(=O)c2ccc3c(c2)c(=O)n(C)c(=O)n3C)c1 | 96 | 106 | 103 | 99 | 10 | 94 | 0 | 99
Cc1ccc(C(=O)OCC(=O)Nc2ccccc2)cc1S(=O)(=O)N1CCCCC1 | 96 | 103 | 99 | 89 | 13 | 98 | 0 | 94
CC(=O)Nc1ccc2c(c1)nc(CCN1CCN(c3ccccn3)CC1)n2C | 105 | 99 | 110 | 95 | 13 | 100 | 0 | 101

Reprinted at random: 2 records from the list.
SMILES | RPL19A TOR yeast | CR mimetic SO | MEP2 TOR yeast | LAP4-GFP MLPCN | VLA-4 inh | CIT2-GFP yeast | GRK2 aptamer HTS | AGP1 TOR yeast
O=c1c2ccccc2cnn1Cc1ccc(Cl)c(Cl)c1 | 96 | 104 | 108 | 104 | -1 | 91 | 2 | 95
Cc1ccc2nc(SCC(=O)N3CCC(C)CC3)nc(=O)n2c1 | 103 | 107 | 107 | 92 | -12 | 103 | · | 103

Further records follow:
SMILES | RPL19A TOR yeast | CR mimetic SO | MEP2 TOR yeast | LAP4-GFP MLPCN | VLA-4 inh | CIT2-GFP yeast | GRK2 aptamer HTS | AGP1 TOR yeast
CC1(C(=O)N2CCN(c3ccc([N+](=O)[O-])cc3)CC2)CC1(Cl)Cl (stereo unspecified) | 89 | 103 | 104 | 92 | 8 | 86 | 0 | 84
Cc1cccc(C(C)C)c1NC(=O)C(C)OC(=O)Cc1n[nH]c(=O)c2ccccc12 (stereo unspecified) | 90 | 103 | 94 | 90 | 0 | 91 | 0 | 94
C[C@H]1CC[C@]2(O[C@@H](CCO)C[C@H](O)[C@H]2O)O1 | 96 | 93 | 98 | 120 | -22 | 91 | 0 | 85
COc1cc2oc3ccc(C#Cc4ccc(N)cc4)cc3c(=O)c2cc1OC | 93 | 107 | 89 | 106 | -21 | 91 | 2 | 88
CSc1nc(NCCCN(C)C)c2c3c(sc2n1)CN(C)CC3 | 107 | 90 | 107 | 95 | -20 | 105 | 0 | 99
O=C(NCc1cccc(F)c1F)C1CCC(=O)N(C2CC2)C1 (stereo unspecified) | 106 | 96 | 110 | 76 | -3 | · | 2 | 91
CS(=O)(=O)N1CCN(c2ccccc2NC(=O)c2cccnc2)CC1 | 112 | 98 | 124 | 108 | 5 | 115 | 1 | 123

Hits appear at their usual frequency; about 1.7% have a hit in one of these screens.
